GPR35 arrestin U2OS – GPR35 antagonists blocking zaprinast-driven arrestin recruitment, primary screen, imaging, U2OS, beta-arrestin-GFP, zaprinast agonist (AID 2058); U2OS GPR35 beta-arrestin-GFP translocation imaging, zaprinast antagonism; higher % means a stronger effect; one-dose inhibition, % at 10 µM; IC50 in µM for titrated hits; 290,000 compounds, 0.052% hits;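 active = inhibition of at least 50% with at least 30 cells and total cytoplasm GFP at most 10,000,000; inconclusive = under 30 cells or total GFP of 10,000,000 plus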
Autophagy HCS – autophagy modulation, high-content screen. MEF GFP-LC3 puncta imaging; test concentration mostly 10 µM. calls only at 10 µM (by protocol). 190,000 compounds, 0.98% hits. AID 463193;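 active = percentage of spot-positive cells more than 3 SD above its plate mean, without a fluorescence outlier flag or 80% toxicity; inconclusive = no clear call, values can overlap the other calls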;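 note: spot-positive cell cutoff set from DMSO-treated cells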
UTI89 phage lysis – inhibition of K1F phage lysis, E. coli UTI89, bacterial capsule biogenesis inhibitors, alamar blue (AID 488966). E. coli UTI89 K1F phage lysis, alamar blue, 2 h; higher % means a stronger effect. inhibition, % at 100 µM; hits with a dose series show IC50 in µM. 340,000 compounds, 0.02% hits;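 active = phage lysis inhibition, versus mean bacterial control, above a set limit; inconclusive = no clear call, values can overlap the other calls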;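 note: capsule biogenesis inhibitors block K1F phage lysis so surviving cells raise fluorescence; higher fluorescence means more inhibition of phage lysis; actives were called in the ten point dose series up to 300 µM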
AID2073 – inhibitors of Mint1-CaV2.2 protein interaction, biochemical, HTRF (AID 2073) | HTRF protein-protein interaction, Mint1-CaV2.2; higher % means a stronger effect | 290,000 compounds, 0.19% hits | one-dose inhibition, % at 20 µM; IC50 in µM for titrated hits; in the data active = inhibition mostly above about 51%, no sharp cut-off; inconclusive = no clear call, values can overlap the other calls; inactive = mostly below about 53%; note: some results filed as inactive read as strong as hits
RSV antiviral HEp-2 – RSV antiviral activity via CPE protection, HEp-2 cells, primary 10 µM value included (AID 2391); one-dose CPE inhibition, % at 10 µM; IC50 in µM for titrated hits; 310,000 compounds, 0.13% hits; HEp-2 cells, RSV-induced CPE inhibition; higher % means a stronger effect; in the data active = a potency from the dose series; inconclusive = CPE inhibition mostly from about 23% at the one dose, without a potency; inactive = the rest, 99 in 100 with CPE inhibition below about 21%; note: strong numbers were not always called active
NTR1 agonist – NTR1-driven beta-arrestin-GFP spot formation – imaging, U2OS cells, high content, primary screen (AID 493036); agonist mode; activation, % at 20 µM; 330,000 compounds, 0.17% hits; P30989;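 active = activation at or above 40% of the spot to cytoplasm intensity ratio, with at least 20 cells analyzed; inconclusive = wells under 20 cells, flagged as cytotoxic or low count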;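 note: 0% = DMSO without peptide and 100% = 100 nM NTR1 peptide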
Target sequence (P30989 whole entry, looked up): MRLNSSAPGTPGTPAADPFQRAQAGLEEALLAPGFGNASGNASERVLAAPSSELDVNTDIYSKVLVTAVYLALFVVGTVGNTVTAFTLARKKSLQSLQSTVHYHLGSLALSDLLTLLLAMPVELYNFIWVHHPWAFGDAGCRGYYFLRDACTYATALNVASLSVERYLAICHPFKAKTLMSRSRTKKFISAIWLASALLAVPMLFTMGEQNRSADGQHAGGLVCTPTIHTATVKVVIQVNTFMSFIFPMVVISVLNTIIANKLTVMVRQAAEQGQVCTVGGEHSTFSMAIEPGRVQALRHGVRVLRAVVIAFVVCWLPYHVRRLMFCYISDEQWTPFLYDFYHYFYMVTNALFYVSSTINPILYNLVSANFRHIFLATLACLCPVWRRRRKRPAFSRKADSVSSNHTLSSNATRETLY
WT yeast gro inh – growth inhibition of WT yeast, mitochondrial fusion screen; 190,000 compounds, 2.1% hits; AID 1362; inhibition, % at 10 µM; mitochondrial fusion phenotypic screen, WT strain; in the data active = inhibition above about 58%; tested in S. cerevisiae
LYP inhibition – PTPN22 lymphoid phosphatase activity blockers – biochemical, fluorescence intensity, uHTS (AID 1779). recombinant LYP phosphatase, fluorescence intensity; higher % means a stronger effect. inhibition, % at 11.5 µM, or IC50 in µM where a hit was titrated. 290,000 compounds, 0.054% hits; in the data active = inhibition above about 50%;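 note: plate controls were vehicle with enzyme for no effect and no enzyme for full effect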
Dengue-2 NS5 capping – flavivirus cap methylation enzyme inhibition – biochemical, confirmation dose response, primary screen (AID 588689); Dengue-2 NS5 methyltransferase capping enzyme assay, biochemical; higher % means a stronger effect; inhibition, % at 25 µM, or IC50 in µM where a hit was titrated; 340,000 compounds, 0.3% hits; in the data active = a potency from the dose series; inconclusive = inhibition above about 29% without an active follow-up result
WT yeast gro inh mutant strain – recorded beside WT yeast gro inh, whose call it bears; inhibition, %; mitochondrial fusion phenotypic screen, mutant strain inhibition
Autophagy HCS cell loss 18 h – second read-out of Autophagy HCS, no call of its own (marks repeat the call); toxicity, %; measured here: cell loss, nuclei count;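 cell loss after 18 h compound exposure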
NTR1 agonist cell count 20 µM – recorded beside NTR1 agonist, whose call it bears; cell count; measured here: cell count, cytotoxicity flag
Starred values were filed as active, the others as inactive; i = inactive; ? = inconclusive; · = not tested or not shown; [ ] = dose if it differs, or a comment.

SMILES	GPR35 arrestin U2OS	Autophagy HCS	Autophagy HCS cell loss 18 h	UTI89 phage lysis	AID2073	RSV antiviral HEp-2	NTR1 agonist	NTR1 agonist cell count 20 µM	WT yeast gro inh	WT yeast gro inh mutant strain	LYP inhibition	Dengue-2 NS5 capping
N=c1sccn1CC(=O)Nc1cccc(S(=O)(=O)N2CCCCCC2)c1	-15%	i	16	0.6%	0%	6.6%	1.3	47	-8	-5	-6%	-5%
O=C(CCN1C(=O)C2CC=CCC2C1=O)Nc1cc(C(F)(F)F)ccc1N1CCCC1 (stereo not given)	·	·	·	0.2%[50 µM]	·	0.3%	-0.3	55	·	·	·	-1%
Cc1cc(-c2ccc(C(C)C)c(S(=O)(=O)N3CCOc4ccccc43)c2)on1	17%	·	·	0.4%	13%	19%	3.2	76	·	·	-2%	-1%
CCOc1ccc2c(c1)c1nc3ccccc3nc1n2C	-16%	·	·	-1.1%[50 µM]	21%	?	·	·	·	·	7%	?
Cc1cc(C)c(OCCOCCN(C)C)c(Br)c1	1%	i	-6	4.9%	1%	0.2%	-0.3	44	-4	13	-6%	-7%
Nc1nc(SCC(=O)Nc2ccc([N+](=O)[O-])cc2)[nH]c(=O)c1NC(=O)c1ccc(Br)cc1	5%	·	·	-0.3%[50 µM]	7%	0.7%	-0.5	70	·	·	-4%	-2%
CCc1cc(C(=O)OC)c(N2C(=O)C3C4C=CC(C4)C3C2=O)s1 (stereo not given)	11%	i	-13	6.8%	-2%	1.8%	0.0	60	16	3	3%	-9%
Cc1ccc(C(=O)NCCc2ccc(S(N)(=O)=O)cc2)cc1[N+](=O)[O-]	7%	i	4	-0.1%	0%	0.6%	-0.4	66	5	-7	3%	-8%
Cc1cc(Nc2cc(C)on2)n2ncnc2n1	-6%	i	7	0.4%	9%	1.3%	3.0	55	16	-1	-1%	-5%
Cc1cc(C)c(S(=O)(=O)Nc2ncccc2C)c(C)c1	-11%	·	·	-0.4%	0%	0.4%	1.1	58	·	·	-10%	6%
C=CCN1C(=O)c2ccc(C(=O)NCCOc3ccccc3F)cc2C1=O	·	·	·	1.0%[50 µM]	·	-2.1%	1.0	62	·	·	·	-9%
CCO[C@@H]1OC(C(=O)N2CCOCC2)=C[C@H](c2ccccc2)[C@H]1CCCO	0%	i	20	3.5%	5%	0.1%	1.0	72	-4	0	-12%	0%
CCCCC1CCC(c2nc(-c3ccccn3)no2)CC1 (stereo not given)	17%	i	1	0.3%	-11%	14%	15	44	10	2	-6%	-8%
Cc1ccc(-c2nnc(Nc3ccc(C(N)=O)cc3)c3ccccc23)cc1S(=O)(=O)NCC1CCCO1 (stereo not given)	6%	i	-17	0.0%	6%	1.8%	-0.8	61	-21	-2	2%	-12%
CC1CCN(CCCNc2cc(NCCO)c([N+](=O)[O-])c3nonc23)CC1	-8%	·	·	-0.2%	32%	0.1%	0.4	82	·	·	-5%	-9%
CC(OC(=O)c1cccnc1)C(=O)Nc1ccc2c(c1)OCO2 (stereo not given)	-6%	i	8	4.2%	5%	1.4%	1.1	32	1	9	0%	-14%
Cc1c(CCC(=O)N[C@@H](CCCNC(N)=O)C(=O)O)c(=O)oc2cc3oc4c(c3cc12)CCCC4	2%	·	·	-0.2%	38%	0.9%	-2.0	75	·	·	-3%	-3%
CCOC(=O)N1CCN(c2cc(N3CCN(CC)CC3)c(F)cc2[N+](=O)[O-])CC1C (stereo not given)	-2%	i	1	1.6%	0%	-1.9%	0.3	53	15	4	-2%	-6%
COc1cccc(NC(=O)CSc2nncn2N)c1	19%	i	-10	0.2%	5%	2.1%	0.9	70	2	-62	-3%	·
COc1ccc(NC(=O)CCc2nnc3ccc(NCc4ccc5c(c4)OCO5)nn23)cc1	46%	·	·	0.1%	23%	2.5%	0.7	55	·	·	-12%	-12%
O=C(O)c1cc(-c2ccccc2)nc2nc(N3CCCCC3)sc12	-18%	i	15	·	17%	1.7%	-0.8	79	12	3	-21%	·
CCCCOC(=O)Nc1cc(C(=O)OC)ccc1C(=O)OC	-8%	i	16	0.1%	6%	-0.9%	1.3	62	8	5	2%	-2%
CC(=O)c1cccc(NC(=S)N2c3ccccc3CC2C)c1 (stereo not given)	-2%	i	28	0.1%	-14%	1.7%	1.3	37	10	9	-8%	-3%
O=C(NNC1CC(=O)N(c2ccc3c(c2)OCCO3)C1=O)c1ccc(Cl)cc1 (stereo not given)	12%	i	-47	-0.2%	-1%	1.3%	1.5	35	1	-3	-4%	-6%
COc1ccc(OC)c(NC(=O)c2cc(-c3ccc(C)cc3O)n[nH]2)c1	-19%	i	11	0.0%	16%	1.0%	-0.2	93	-7	-56	4%	0%
SMILES	GPR35 arrestin U2OS	Autophagy HCS	Autophagy HCS cell loss 18 h	UTI89 phage lysis	AID2073	RSV antiviral HEp-2	NTR1 agonist	NTR1 agonist cell count 20 µM	WT yeast gro inh	WT yeast gro inh mutant strain	LYP inhibition	Dengue-2 NS5 capping
Cc1cc(N/N=C\c2ccccc2)nc(-c2ccccc2O)n1	-6%	i	25	0.1%[50 µM]	39%	16%	24	51	36	7	5%	-9%
Cc1nn(CC(=O)c2ccc(Cl)s2)c(C)c1[N+](=O)[O-]	-1%	i	-13	0.2%	7%	0.9%	-0.5	54	23	11	0%	-30%
CCCCn1c(=N)n(CC(O)COc2ccc(C)cc2)c2ccccc21 (stereo not given)	5%	i	14	-0.1%	-3%	1.4%	7.4	76	13	1	-1%	-4%
COc1ccc(-c2csc3nc(-c4ccc(C)cc4)oc(=O)c23)cc1OC	20%	i	31	3.7%	-8%	2.7%	2.1	51	10	4	3%	-7%
CCCCCC(=O)NNC1=NCC(Cc2ccccc2)S1 (stereo not given)	-13%	i	8	1.2%	45%	-0.8%	-0.9	41	4	1	-3%	2%
Nc1c(N(Cc2ccco2)C(=O)c2ccc(Br)cc2)c(=O)[nH]c(=O)n1Cc1ccccc1	·	·	·	0.4%[50 µM]	·	1.1%	0.7	60	·	·	·	-6%
O=C(CN1CCN(CC(=O)Nc2ccccc2Cl)CC1)Nc1ccc2c(c1)OCCO2	12%	i	11	3.6%[50 µM]	13%	4.9%	-0.8	48	4	9	-7%	5%
COC(=O)Nc1ccc(OC)c(OC)c1	-2%	i	-5	1.6%	3%	0.3%	-0.1	65	5	13	3%	-2%
CS(=O)(=O)Nc1ccc(N2CCCCC2)c(Cl)c1	-22%	i	0	i	-1%	9.1%	-0.4	59	-7	-9	-2%	2%
COc1ccc(CNC(=O)COc2cc(O)c3c(c2)OC(C)(C)CC3=O)cc1	-4%	·	·	4.6%	8%	0.5%	-0.1	87	·	·	-5%	-4%
CC(CCn1cccn1)NC(=O)c1cc(COc2ccc(F)cc2Cl)on1 (stereo not given)	-7%	i	29	0.2%	-1%	0.0%	-0.8	55	21	1	-8%	6%
COc1ccc(-c2nnc(Nc3ccc(CC(N)=O)cc3)c3ccccc23)cc1	-11%	i	5	-7.0%	12%	13%	0.5	64	-3	1	-6%	-9%
COc1ccc(-n2c(Cc3cc(=O)[nH]c(=O)[nH]3)nnc2SCC(=O)Nc2cc(C(F)(F)F)ccc2Cl)cc1	-6%	i	25	0.3%	-9%	1.6%	0.6	75	-1	-1	-2%	-9%
O=C(CCCOc1ccccc1)Nc1cc(S(=O)(=O)N2CCOCC2)ccc1N1CCOCC1	·	·	·	-0.1%[50 µM]	·	-0.4%	2.1	56	·	·	·	1%
O=C(c1ccc(Cl)c(Cl)c1)N1CCC(=O)N(C(COCc2cccc(C(F)(F)F)c2)Cc2ccccc2)CC1 (stereo not given)	-1%	i	-52	-1.5%	3%	-3.6%	9.2	46	32	4	10%	-6%
CCS(=O)(=O)c1ccc2oc(=O)c(/C=C(\O)c3ccc(Cl)cc3)nc2c1	3%	i	-3	0.0%	1%	2.7%	-0.6	68	1	-6	1%	10%
CCNc1nc(SC(C)C(=O)Nc2ccccc2)nc(N2CCOCC2)n1 (stereo not given)	-1%	i	-1	1.8%	4%	1.5%	-0.3	55	-5	-9	-6%	5%
Cc1[nH]n(C(N)=S)c(=O)c1N=Nc1ccc(Cl)cc1Cl	-9%	·	·	0.1%	-1%	8.3%	2.8	52	·	·	-7%	12%
Cc1cccc2sc(NC(=O)CCn3cccc3)nc12	11%	i	-10	-0.2%	20%	1.6%	0.8	45	6	16	-6%	-12%
O=C(Nc1nnc(S(=O)(=O)N2CCCC2)s1)c1ccccc1Cl	1%	·	·	-0.7%	9%	1.6%	-2.5	62	·	·	-5%	3%
COc1ccccc1OCC(=O)NNC(=O)c1c(-c2ccccc2Cl)noc1C	5%	i	-14	-1.2%	-3%	-0.1%	-0.5	54	8	4	2%	1%
CCC(=O)N1CCc2cc(Br)cc(S(=O)(=O)N3CCCC(C(=O)NC(C)(C)C)C3)c21 (stereo not given)	1%	·	·	-0.2%	-8%	2.3%	4.2	45	·	·	-7%	-13%

Bioassay records as filed in PubChem.
